# Assay outcomes: PubChem BioAssay, several laboratories
# Mtb RmlCD inh – M. tuberculosis RmlC/RmlD coupled enzyme inhibitors, primary screen, biochemical, compound mixtures, 384-well, from 1536-well plates. 160,000 tested, 0.03% active. dTDP-4-dehydrorhamnose reductase (Mycobacterium tuberculosis (strain ATCC 25618 / H37Rv)) …. AID 1533, 2009. RmlC+RmlD coupled enzyme assay, percent inhibition; primary screen in compound mixtures. inhibition, % at 3.6 µM; in the data active = inhibition mostly above about 34%, no sharp cut-off; also: some results filed as inactive read as strong as hits
# Target sequence (P9WH09 whole entry, looked up): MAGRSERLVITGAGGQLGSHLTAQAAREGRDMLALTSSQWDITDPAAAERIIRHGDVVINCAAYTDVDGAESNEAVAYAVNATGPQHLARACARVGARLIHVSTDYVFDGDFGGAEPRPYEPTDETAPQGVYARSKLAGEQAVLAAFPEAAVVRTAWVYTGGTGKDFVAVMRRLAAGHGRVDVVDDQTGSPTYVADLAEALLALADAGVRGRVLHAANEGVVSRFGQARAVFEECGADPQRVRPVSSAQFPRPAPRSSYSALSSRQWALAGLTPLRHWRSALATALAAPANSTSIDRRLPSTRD
# Target sequence (P9WH11 whole entry, looked up): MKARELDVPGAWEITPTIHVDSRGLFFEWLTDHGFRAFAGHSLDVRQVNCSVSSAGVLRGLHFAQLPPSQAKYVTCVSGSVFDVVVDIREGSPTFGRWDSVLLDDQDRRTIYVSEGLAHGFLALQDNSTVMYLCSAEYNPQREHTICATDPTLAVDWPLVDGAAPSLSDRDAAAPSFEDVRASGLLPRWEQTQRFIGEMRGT
# GlmU inhibition – inhibition of mycobacterial GlmU enzyme – biochemical, glucosamine-1-phosphate acetyltransferase (AID 1376); Bifunctional protein GlmU (Mycobacterium tuberculosis (strain ATCC 25618 / H37Rv)); M. tuberculosis GlmU acetyltransferase enzyme assay; higher % means a stronger effect; inhibition, %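 (tested at 30 µM in the primary screen)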; hits with a dose series show IC50 in µM; 220,000 tested, 0.25% active; in the data active = inhibition above about 13%;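 also: 0% = complete reaction with vehicle and 100% = reaction without substrate; strong numbers were not always called active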
# * marks the source's active call; other numbers are inactive results; nt = not tested or not shown; & = joins results of further samples. Only part of the results is shown; count on the stated rates, not on these rows.
canonical_smiles	GlmU inhibition	Mtb RmlCD inh
Cc1cccc(NC(=O)c2c(O)c3cccc4c3n(c2=O)CCC4)n1	8.4%	nt
COc1ccc(-n2c(SCC(=O)N3CCCCC3C)nnc2-c2cccnc2)cc1 (centres undefined)	1.6%	-3
COC(=O)CN1C(CN2CCOCC2)=Nc2ccc(Br)cc2C1c1ccccc1 (centres undefined)	-5.0%	2
Cc1oc2cc(O)cc(C)c2c(=O)c1-c1cnn(-c2ccccc2)c1	-1.1%	nt
Cc1nn(C)c(C(=O)NNC(=S)NC2CCCCC2)c1Cl	7.9%	nt
N#Cc1c(-c2ccco2)nc(SCC(=O)Nc2ccc(S(N)(=O)=O)cc2)[nH]c1=O	nt	-1
FCCN(CCF)c1cccc(Cl)c1	-5.6%	-11
CCOC(=O)Cc1csc(NC(=O)CS(=O)(=O)Cc2ccccc2)n1	1.2%	0
Cc1oc(S(=O)(=O)N2CCCCC2)cc1NC(=O)Nc1ccccc1	0.3%	-13
CC1(C(=O)Nc2nnc(C(C)(C)C)s2)Cc2ccccc2C(=O)O1 (centres undefined)	-3.7%	8
CCOc1ccc(NC(=O)c2ccc(NC(=O)CSc3nc4ccccc4c(=O)[nH]3)cc2)cc1	0.6%	11
CC1CCN(C(=O)COc2cccc3c2CCN(Cc2ccccc2)C3=O)CC1	nt	6
Cc1cccc(C)c1OCCSc1n[nH]c(N)n1	0.9%	nt
Cc1ccccc1NC(=S)NCCc1ccccn1	4.7%	nt
Clc1ccc(CSc2nncn2-c2ccccn2)cc1	-3.0%	31
CCn1c(CC(=O)Nc2cccc(OC)c2)nnc1SCC(=O)N1CCN(c2ccccc2)CC1	2.0%	nt
COC(=O)CCN(C(=O)c1ccc(OC(C)=O)cc1)c1ccccn1	1.5%	12
CCCC1c2ccc(C)n2CCN1C(=O)Nc1ccc(F)cc1 (centres undefined)	-0.3%	-2
CCOc1ccc(CN2CCN(Cc3cnc(-c4ccccc4)s3)CC2CCO)cc1 (centres undefined)	2.3%	0
O=C(OC(C(=O)NCC1CCCO1)c1ccccn1)c1cccs1 (centres undefined)	0.7%	8
Cc1ncc([N+](=O)[O-])n1CCOC(=O)C12CC3CC(CC(C3)C1)C2	5.8%	nt
CCOc1ccc2nc(NC(=O)c3ccccn3)sc2c1	-1.0%	-12
CCOC(=O)N1CCN(c2cc(=O)n(-c3ccccc3Cl)c(=O)[nH]2)CC1	-4.2%	-8
CC(=O)Nc1cccc(-c2nnc(SCC(=O)n3c4c(c5ccccc53)CCCC4)n2C)c1	0.1%	nt
COC(=O)c1c(-c2cccc(C)c2)csc1N	4.5%	-7
Cc1ccc(Cn2ccc(NC(=O)c3cc(C4CC4)on3)n2)cc1	4.8%	3
O=C1CC(c2ccccc2)CC(O)=C1C=NCc1ccc(Cl)c(Cl)c1 (centres undefined)	nt	4
CCOCCCN1C(=O)C(O)=C(C(C)=O)C1c1cccs1 (centres undefined)	0.9%	nt
COc1cccc(/C=N/Nc2ncnc(Cl)c2N)c1O	-2.6%	12
Cc1ccc([N+](=O)[O-])c(C(=O)Nc2cccnc2Cl)c1	-6.3%	23

# Following part.
canonical_smiles	GlmU inhibition	Mtb RmlCD inh
COc1cc(S(=O)(=O)N2CCOCC2)ccc1NC(=O)COC(=O)c1ccccn1	5.7%	-4
S=C(NC1CCCC1)N1CCOCC1	-7.3%	-11
O=C(Nc1ccc2c(c1)OCO2)c1cnn2c1NC(c1ccco1)CC2C(F)(F)F (centres undefined)	nt	8
O=C(O)c1ccc(-n2[nH]c3c(c2=O)CCCC3)cc1	3.6%	0
N#Cc1ccccc1Cn1c(=O)n(CCCC(=O)NCc2ccc3c(c2)OCO3)c(=O)c2ccccc21	2.1%	nt
CC1CCCN(CCOc2ccc(Br)cc2)C1 (centres undefined)	4.2%	-3
COc1ccc(OC)c(NC(=O)COC(=O)CN(C)S(=O)(=O)c2ccc(C)cc2)c1	-4.4%	3
Cc1ccc(-c2nnn(CC(=O)N(Cc3cccs3)C(C(=O)NC3CCCCC3)c3ccco3)n2)o1 (centres undefined)	-2.4%	12
Cc1cc(-c2ccccc2)n2nc(N)nc2n1	-2.1%	nt
Cc1ccc2cccc(NC(=O)c3ccc(Br)o3)c2n1	3.2%	nt
COc1ccc(Nc2nc(C(C)(C)C)nc3c2nnn3Cc2ccccc2Cl)cc1OC	1.7%	nt
CCn1c2ccccc2c2cc(NC(=O)c3cc(C)on3)ccc21	0.9%	-5
O=c1cc(-c2ccccc2)[nH]c2cc(Cl)ccc12	-0.1%	nt
Cc1ccc(NCc2ccccc2O)cc1	-3.8%	nt
CCOc1ccc(NC(=O)Nc2cccs2)cc1	10%	-7
O=C(Nc1cccc(-c2ccccc2)c1)N1CCN(C(=O)Nc2cccc(-c3ccccc3)c2)CC1	6.8%	52
CC(C)C(=O)N1CCN(c2cc(N3CCN(C)CC3)c(F)cc2[N+](=O)[O-])CC1	-5.8%	0
CCOC(=O)C1CCN(CC(O)COc2ccc(C(C)(C)C)cc2)CC1 (centres undefined)	-2.9%	nt
Cc1ccc(C(=O)NCc2ccccn2)o1	-4.4%	4
CCOC(=O)N1CCN(C(=O)CCSc2ccc(C)cc2)CC1	6.8%	nt
O=C(COC(=O)c1ccccc1Br)Nc1ccccc1F	-0.7%	3
Cc1nc2ccccc2c(=O)n1NC(=O)c1cncc(Br)c1	-2.8%	-14
O=C(O)c1cnc(-c2ccccc2)nc1C(F)(F)F	-0.3%	-9
O=C(CCNS(=O)(=O)c1ccc(Cl)cc1)NCc1cccnc1	-1.1%	nt
Cc1cccc(C)c1NC(=O)CSc1nnc(-c2cccnc2)o1	0.5%	-12
CCC(=O)N1CCN(c2ccc(NC(=S)NC(=O)c3cccc([N+](=O)[O-])c3)cc2)CC1	-3.5%	8
Cc1ccc(NC(=S)NCCc2ccc(S(N)(=O)=O)cc2)cc1C	-5.1%	5
CC1(C)CC(NC(=O)C23CCC(C)(C2Br)C3(C)C)CC(C)(C)N1 (centres undefined)	-1.7%	8
CCOc1ccc(-n2c(C)cc(/C=N/N(C)C)c2C)cc1	1.8%	4
O=C(NNC(=O)c1csc(-c2cnccc2C(F)(F)F)n1)c1ccc(C(F)(F)F)cc1	3.5%	-9

# New compounds follow:
canonical_smiles	GlmU inhibition	Mtb RmlCD inh
CCN(CC)CCCN1C(=O)C(O)=C(C(=O)c2ccco2)C1c1ccc(OC(C)C)cc1 (centres undefined)	2.4%	11
N#C/C(=C(/O)CCl)c1nc2ccccc2[nH]1	1.6%	69
CCCOC(=O)c1ccc(Cl)c(NC(=O)c2cccnc2)c1	3.0%	nt
Cc1cccc(C(C)Nc2ccc([N+](=O)[O-])cn2)c1 (centres undefined)	-1.0%	-4
O=C(NCCF)[C@H]1C[C@@H]1[C@H](NP(=O)(c1ccccc1)c1ccccc1)c1ccccc1	-0.8%	nt
CC1CC1c1ccc(/C=C(\C#N)C(=O)Nc2ccccc2Cl)o1 (centres undefined)	-5.8%	8
O=C(c1cc(S(=O)(=O)N2CCOCC2)c(Cl)cc1Cl)N1CCCCC1	-1.2%	nt
CC(C)COc1cccc(C(=O)NC(=S)Nc2cccc(NC(=O)c3ccccc3Cl)c2)c1	-7.6%	nt
CCCCn1c(C)cc(/C=C(\C#N)C(=O)O)c1C	-4.6%	-8
CSc1n[nH]c(/N=C/c2oc(O)c3ccccc23)n1	0.8%	-5
O=C(Nc1ccc(Cc2ccc(NC(=O)C3CC3)cc2)cc1)C1CC1	-3.7%	-9
CC(=O)Nc1cc(S(=O)(=O)Nc2cccc(C)c2)c(C)cc1C	1.3%	19
c1ccc2c(Cn3nnc4ccccc43)cccc2c1	7.2%	2
Cc1nc(SCC(=O)Nc2cccnc2Cl)nc(C)c1C	-1.9%	3
CCOC(=O)CNC(=O)CSc1nnc(-c2ccccc2)n1Cc1ccco1	7.6%	-42
COCc1c(CN)cnc(C)c1N	-2.3%	-6
CC(NC(=O)/C=C/c1ccco1)c1nc2ccccc2n1Cc1c(Cl)cccc1Cl (centres undefined)	-4.5%	6
Cc1cc(C(=O)OCC(=O)N2CC(C)OC(C)C2)ccc1[N+](=O)[O-] (centres undefined)	7.8%	10
CCCCNC(=S)N(C)/N=C/c1c(F)cccc1F	-4.2%	6
NCC(O)CN(c1ccccc1)c1ccccc1 (centres undefined)	6.0%	-10
Cc1cccc(NC(=S)/N=C(\N)Nc2nc(C)c3ccc(C)cc3n2)c1	-2.8%	6
Cc1ccc(C2=C/C(=C\c3cccnc3)C(=O)O2)cc1	-5.9%	-13
CCOC(=O)Cc1c(C)nc2c(-c3ccccc3OC)c(C)nn2c1C	-3.4%	-35
CCOC(=O)C1CCCN(C(=O)c2cn(CC(C)C)c(=O)c3cc(OC)c(OC)cc23)C1 (centres undefined)	-5.1%	nt
NC(CSC12CC3CC(CC(C3)C1)C2)C(=O)O (centres undefined)	0.4%	-5
CC1=C/C(=C/N(C)c2ccccc2)C(=O)S1	4.8%	nt
COc1ccc(S(=O)(=O)Cc2ccc(C(=O)N3CCN(c4cccc(C)c4)C(C)C3)o2)cc1 (centres undefined)	3.5%&1.4%	-9
COc1ccc(OC)c(C2=NOC(C(=O)N3CCN(c4ccccc4)CC3)C2)c1 (centres undefined)	-2.6%	0
CSc1cccc(NC(=O)C(C)NS(=O)(=O)c2ccc(F)cc2)c1 (centres undefined)	5.5%	5
CCCn1c(SCC(=O)NC(=O)Nc2ccc(C)cc2C)n[nH]c1=O	4.5%	nt

# Profiles, quoted from the list. Order of values: GlmU inhibition	Mtb RmlCD inh
# `CC(C)COc1cccc(C(=O)NC(=S)Nc2cccc(NC(=O)c3ccccc3Cl)c2)c1` across the screens: -7.6%	nt
# `COc1ccc(OC)c(C2=NOC(C(=O)N3CCN(c4ccccc4)CC3)C2)c1` (centres undefined) across the screens: -2.6%	0
# `CSc1cccc(NC(=O)C(C)NS(=O)(=O)c2ccc(F)cc2)c1` (centres undefined) across the screens: 5.5%	5
# `CC1CC1c1ccc(/C=C(\C#N)C(=O)Nc2ccccc2Cl)o1` (centres undefined) across the screens: -5.8%	8

# The list continues:
canonical_smiles	GlmU inhibition	Mtb RmlCD inh
Cc1onc(-c2c(Cl)cccc2Cl)c1COC(=O)c1ccc(Cl)cc1[N+](=O)[O-]	3.9%	-2
CCC(=O)Nc1ccc2oc(-c3cccc(C)c3)nc2c1	1.5%	-2
CCN(CC)C(=O)N1CCN(C(=O)N(CC)CC)CC1	-2.7%	13
O=C(NCC1CCCO1)C1CCC(N2C(=O)c3ccccc3C2=O)CC1 (centres undefined)	-4.0%	nt
CCOC(=O)N1CCC(NC(=O)CCc2nc(-c3ccccc3F)no2)CC1	-0.3%	-4
CCOC(=O)c1sc(NC(=O)CSc2nnc(C)s2)c(C(=O)OCC)c1C	-6.3%	16
CCS(=O)(=O)N1CCC(N2CCC(C)CC2)CC1	-9.6%	nt
CCOc1cc(N2CCOCC2)c(OCC)cc1NC(=O)COC(=O)c1cccc2ccccc12	1.8%	6
Cc1ccc2c(Cl)cc(Cl)c(OCC(=O)N(C(C)C)C(C)C)c2n1	-3.0%	-5
O=C(NCCCn1ccnc1)c1ccc(N2CCCCC2)c([N+](=O)[O-])c1	-4.2%	-11
O=C(C1CC1)N1CCN=C1SCc1ccc(F)cc1	-2.6%	nt
COc1ccc(CCN(C)Cc2ccncc2)cc1OC	-7.0%	6
O=C(N/N=C/c1ccccn1)c1[nH]c2ccc([N+](=O)[O-])cc2c1-c1ccccc1	-4.3%	11
Cc1nnc(NC(=O)Cn2c(=O)sc3ccccc32)s1	2.4%	2
COc1ccc(OCC(=O)Nc2cccc3ncccc23)cc1	4.0%	nt
CC1=C(C)CC2(SC1)C(=O)N(c1ccccc1)N=C2N (centres undefined)	4.2%	8
CCC(Sc1nnnn1C)C(=O)Nc1ccc(C(C)=O)cc1 (centres undefined)	-6.5%	-15
Cc1cccc(C)c1NC(=O)C(c1ccc([N+](=O)[O-])cc1)N(C)C(=O)c1ccccn1 (centres undefined)	-1.6%	nt
COC(=O)C(Cc1ccc(O)cc1)NC(=O)c1ccccc1OC (centres undefined)	-0.3%	-9
CCCN1CCN(C(=O)Cn2cccc2C(=O)c2ccccc2)CC1	0.1%	8
NC(=O)c1ccccc1NC(=O)/C=C/c1c(Cl)cccc1Cl	2.8%	nt
COc1ccc(CCNC(=O)c2c(-c3ccccc3Cl)noc2C)cc1	-0.5%	-1
COC(=O)c1ccc(CSc2nncn2C)cc1	4.6%	-11
Cc1cc(C)c(S(=O)(=O)n2c([N+](=O)[O-])cnc2C)cc1C	-1.3%	6

# Entries shown so far with a cyano group, in the order listed:
canonical_smiles	GlmU inhibition	Mtb RmlCD inh
N#Cc1c(-c2ccco2)nc(SCC(=O)Nc2ccc(S(N)(=O)=O)cc2)[nH]c1=O	nt	-1
N#Cc1ccccc1Cn1c(=O)n(CCCC(=O)NCc2ccc3c(c2)OCO3)c(=O)c2ccccc21	2.1%	nt
N#C/C(=C(/O)CCl)c1nc2ccccc2[nH]1	1.6%	69
CC1CC1c1ccc(/C=C(\C#N)C(=O)Nc2ccccc2Cl)o1 (centres undefined)	-5.8%	8
CCCCn1c(C)cc(/C=C(\C#N)C(=O)O)c1C	-4.6%	-8
